Compound activity as filed in PubChem BioAssay.
tuberculosis growth: growth inhibition of non-replicating M. tuberculosis (AID 488890). Mycobacterium tuberculosis non-replicating, growth inhibition; higher % means a stronger effect. inhibition, % at 25 µM, or IC50 in µM where a hit was titrated. actives 0.39% (n = 320,000); in the data active = a potency from the dose series; inconclusive = inhibition mostly from about 82% at the one dose, without a potency; inactive = the rest, 99 in 100 with inhibition below about 76%;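 also: plate controls were DMSO cells for no effect and high antibiotic wells for full effect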
H1N1 NS1A inhibition: NS1A inhibition, H1N1 influenza, cell based functional assay (AID 504329); NS1A functional cell-based assay, percent inhibition; higher % means a stronger effect; inhibition, % at 12.5 µM; hits with a dose series show IC50 in µM; actives 0.3% (n = 340,000); in the data active = a potency from the dose series; inconclusive = inhibition above about 27% without an active follow-up result; also: strong numbers were not always called active
inhibitors of VEEV: inhibitors of VEEV TC-83 cytopathic effect, confirmation, Vero cells (AID 588727); inhibition, % at 20 µM, or IC50 in µM where a hit was titrated; Vero cells, VEEV TC-83 cytopathic effect inhibition; higher % means a stronger effect; actives 0.13% (n = 350,000); in the data active = a potency from the dose series; inconclusive = inhibition mostly from about 14% at the one dose, without a potency; inactive = the rest, 99 in 100 with inhibition below about 12%; also: strong numbers were not always called active
M. tuberculosis HTS: M. tuberculosis growth inhibition, HTS (AID 449762) | M. tuberculosis H37Rv growth inhibition, 7H9 media; higher % means a stronger effect | inhibition, % at 25 µM, or IC50 in µM where a hit was titrated | actives 0.59% (n = 330,000); in the data active = a potency from the dose series; inconclusive = inhibition above about 70% without an active follow-up result;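 also: bacterial growth assessed after seven days of incubation; strong numbers were not always called active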
PhoP GFP inhibition: Inhibition of PhoP regulon, Salmonella typhi GFP reporter cells, confirmation, 4 h (AID 1850); Salmonella Typhi PhoP-promoter GFP reporter, fluorescence, 4 h; higher % means a stronger effect; one-dose inhibition, % at 50 µM; IC50 in µM for titrated hits; actives 0.33% (n = 310,000); in the data active = a potency from the dose series; inconclusive = inhibition mostly from about 25% at the one dose, without a potency; inactive = the rest, 99 in 100 with inhibition below about 19%;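 also: 0% = induced wells with vehicle and 100% = uninduced wells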
inhibitors of VEEV 10K pilot screen: also measured in inhibitors of VEEV; calls as there; inhibition, %; measured here: 10K pilot screen inhibition
* marks the source's active call; other numbers are inactive results; i = inactive; ? = inconclusive; . = not tested or not shown.

SMILES	tuberculosis growth	H1N1 NS1A inhibition	inhibitors of VEEV	M. tuberculosis HTS	PhoP GFP inhibition	others
C=CCN1C(=O)C2(/C(=C(\O)c3ccc4c(c3)OCCO4)C(=O)C(=O)N2CCCOC)c2ccccc21 (configuration not stated)	-9%	-1%	1.0%	0%	3%
COc1ccc(C(=O)NC2CC2)cc1OC1CCN(Cc2ccc(F)cc2Cl)CC1	1%	7%	5.4%	-8%	-3%
CCOC(=O)[C@@H]1[C@H]2COc3ccc(Br)cc3[C@@H]2N2C(=O)N(c3cccc(Cl)c3)C(=O)[C@@]12C	37%	5%	1.9%	6%	.
Cc1ccccc1NC(=O)N1CCc2ccccc2C1	-9%	-4%	i	-2%	5%
O=C(CCCCCNC(=O)c1ccccc1)C[N+](=O)[O-]	1%	-1%	0.9%	-2%	26%
CC(NC(=O)Nc1ccc(F)cc1F)c1ccc2c(c1)OCO2 (configuration not stated)	-13%	-4%	2.2%	0%	-8%
O=S1(=O)N=C(Nc2ccc(N3CCOCC3)c(Cl)c2)c2ccccc21	0%	10%	8.8%	1%	-1%
Cc1cc(C)c(N(C(=O)c2csnn2)C(C(=O)NC2CCCC2)c2ccncc2)c(C)c1 (configuration not stated)	-1%	-8%	1.2%	7%	-6%
COc1ccc(C(=O)NNC(=S)NC(=O)/C=C/c2cccs2)cc1	?	8%	>25µM*	?	12%
Nc1c(-c2ccccc2)cnn1-c1ccc(C(=O)O)cc1	0%	1%	6.5%	6%	4%
O=S1(=O)CCOC[C@H](CC2CCCCC2)N1Cc1ccccc1F	21%	-6%	i	8%	-6%	inhibitors of VEEV 10K pilot screen=0.1
CCCCC(=O)Nc1ccccc1C(C)C	75%	.	.	12%	4%
O=C(COC(=O)COc1ccccc1[N+](=O)[O-])Nc1ccccc1Br	-8%	14%	i	0%	-7%
COc1cccc(/C=N/NC(=O)CCC(=O)Nc2ccc(Br)cc2)c1	19%	-9%	0.8%	-2%	-9%
CN(C)S(=O)(=O)c1ccc(C(=O)Nc2nnc(-c3cccs3)o2)cc1	?	2%	11%	?	-4%
CCn1ccnc1CN(C)C(=O)C1CCC(=O)N(Cc2cccc(F)c2)C1 (configuration not stated)	3%	-3%	1.3%	3%	-19%
O=C(CCN1CCc2ccccc2C(O)(c2ccccc2)C1)c1ccc2c(c1)OCCO2 (configuration not stated)	?	-2%	i	70%	14%
O=C(Nc1cccc(O)c1)C1CC(c2ccc(Cl)cc2)=NO1 (configuration not stated)	23%	4%	0.7%	14%	-1%
CCN(CCO)c1ncnc2c1sc1nc(C(C)C)c3c(c12)CC(C)(C)OC3	-14%	-2%	0.1%	10%	-2%
CCn1cc(C(=O)O)c(=O)c2cc(F)c(N3CCN(C(=S)NC(=O)c4ccccc4Cl)CC3)cc21	?	-2%	3.5%	60%	12%
COc1ccccc1-n1cnc2cc(C(=O)NCc3ccco3)ccc21	6%	3%	6.0%	-2%	-1%
O=C(NNc1cccc([N+](=O)[O-])c1)/C(=C\c1cccnc1)NC(=O)c1ccccc1	44%	9%	9.1%	?	-21%
CCC(=O)Nc1ccc(NC(=O)c2ccccc2)nc1	22%	0%	1.7%	6%	-11%
Cc1cc(OC(=O)N(C)C)nc2c1c(C)nn2C	3%	.	i	-14%	9%
CCOC(=O)C1=C(C)C2C3C(=O)N(c4cc(C)ccc4C)C(=O)C3C1(C)C1C(=O)N(c3cc(C)ccc3C)C(=O)C21 (configuration not stated)	30%	-6%	i	5%	-2%
(cont.)
SMILES	tuberculosis growth	H1N1 NS1A inhibition	inhibitors of VEEV	M. tuberculosis HTS	PhoP GFP inhibition	others
Cc1nc2c(C)cccn2c(=O)c1NC(=O)c1ccc2c(c1)OCO2	-20%	5%	4.0%	-10%	-3%
CCNc1nc(-c2ccc(OC(F)F)cc2)c(C)s1	9%	-1%	2.0%	2%	2%
Cc1ccc(C)c(S(=O)(=O)N2CCN(C(=O)c3ccc(-n4cncn4)c([N+](=O)[O-])c3)CC2)c1	12%	-6%	3.7%	1%	-1%
COc1ccc(NC(=O)CN2C(=O)COc3ccc(S(=O)(=O)N4CCCCC4)cc32)cc1OC	12%	8%	1.7%	-3%	-1%
Cc1ccc(C(=O)OCC(=O)Nc2sc3c(c2C#N)CCCCC3)cc1NC(=O)c1ccco1	2%	-2%	1.1%	27%	-13%	inhibitors of VEEV 10K pilot screen=1.6
Cc1ccc(NC(=O)c2ccc(N3CCOCC3)c([N+](=O)[O-])c2)cc1S(=O)(=O)N1CCOCC1	45%	3%	6.6%	6%	-4%
CCCc1nnc(NC(=O)c2nc(S(=O)(=O)Cc3ccc(C)cc3)ncc2Cl)s1	66%	-9%	35%	7%	-12%
COc1ccc(C2=NN(C(=O)CSc3cn(C)c4ccccc34)C(c3ccc(OC)cc3)C2)cc1 (configuration not stated)	41%	11%	0.3%	7%	0%
CCOc1c(OC(C)=O)ccc(/C=C/c2ccc3cccc(OC(C)=O)c3n2)c1[N+](=O)[O-]	?	21%	i	?	2%
CC(C)Oc1ccc(C(CC(=O)O)NC(=O)Cc2ccccc2)cc1 (configuration not stated)	-6%	-7%	0.4%	3%	5%
COc1ccc(CN2CNc3nc4ccccc4n3C2)cc1	13%	-4%	3.5%	8%	14%
Cc1cccc(NS(=O)(=O)c2ccc(-c3ccc(=O)[nH]n3)o2)c1	4%	-3%	1.4%	2%	3%
COc1ccc(Cl)cc1NC(=S)NCCC(c1ccccc1)c1ccccc1	-4%	-5%	i	3%	-8%	inhibitors of VEEV 10K pilot screen=0.9
COc1ccc(OCC(=O)NNC(=S)NC(=O)C2CC2)cc1	60%	-2%	4.6%	-7%	11%
COc1ccccc1NS(=O)(=O)c1cccc(C(=O)NCC(c2ccccc2OC)N2CCCC2)c1 (configuration not stated)	22%	-1%	0.8%	-18%	7%
O=C(NC1CCN(Cc2ccccc2)CC1)c1ccc(N2CC3CC(C2)c2cccc(=O)n2C3)c([N+](=O)[O-])c1 (configuration not stated)	0%	4%	2.0%	-2%	-5%
Cc1cccc(NC(=O)c2nc(S(=O)(=O)Cc3ccccc3)ncc2Cl)c1	?	1%	8.3%	58%	4%
CN1CCN(Cc2cc(=O)oc3cc4c(cc23)CCC4)CC1	8%	-3%	0.5%	.	12%
O=C(CC1CCCCC1)c1c(O)c2ccccc2oc1=O	?	-18%	i	?	-9%
O=C1c2ccccc2C(=O)N1OCc1c(F)cccc1Cl	-2%	2%	0.6%	-4%	-8%
COc1ccc([N+](=O)[O-])cc1NC(=O)CCN1CCN(c2ccccc2)CC1	-3%	6%	3.1%	-3%	-12%	inhibitors of VEEV 10K pilot screen=0.6
CC(C)c1ccc(S(=O)(=O)N2CCN(C(=O)Cc3ccsc3)CC2)cc1	40%	1%	0.6%	0%	5%
Cc1ccc(S(=O)(=O)N2CCC(C(=O)NCc3ccccc3CN3CCCC3)CC2)cc1	20%	4%	2.0%	4%	.
CCN(CC(=O)NCc1cccs1)C(=O)c1ccc(S(=O)(=O)Nc2ccccc2F)cc1	-14%	-5%	0.8%	-6%	7%
CCN(C(=O)c1ccncc1)c1c(N)n(Cc2ccccc2)c(=O)[nH]c1=O	.	-11%	2.3%	.	.
Other results follow.
SMILES	tuberculosis growth	H1N1 NS1A inhibition	inhibitors of VEEV	M. tuberculosis HTS	PhoP GFP inhibition	others
O=C(CCC(=O)N1CCN(c2ccc(O)cc2)CC1)c1cccs1	20%	-7%	i	-9%	-2%
COC(=O)c1ccc(COc2ccccc2OC)o1	4%	-18%	2.7%	6%	-4%
COc1ccccc1OCC(=O)Nc1cc(NC(=O)COc2ccccc2OC)cc(C(=O)O)c1	19%	-3%	1.3%	11%	-9%
O=C1c2ccccc2C(Nc2ccc3c(c2)OCCO3)N1c1ccc(Cl)cn1 (configuration not stated)	15%	6%	6.4%	-3%	-7%
CCCC(=O)C1=C(O)C(C(=O)OC)C(C)(C)CC1=Nc1cccc([N+](=O)[O-])c1 (configuration not stated)	1%	2%	i	7%	8%
O=[N+]([O-])c1ccc(-n2cc(-c3ccccc3)nn2)cc1	-5%	23%	0.4%	4%	1%
Cc1cc2c(c(=O)n1Cc1cccnc1)C(c1cccs1)C(C#N)=C(N)O2 (configuration not stated)	-15%	0%	0.4%	-7%	-7%
CC1CCCCN1Cc1c(O)ccc2c(=O)c(-c3nc4ccccc4s3)c(N)oc12 (configuration not stated)	?	-1%	11%	?	-9%
Cc1nc(NC(=O)c2ccccc2)nc2cc3c(cc12)OCO3	21%	1%	0.5%	-3%	4%
COc1ccc(C(=O)Nc2cccc(C(=O)NCc3ccco3)c2)cc1	5%	1%	2.6%	-4%	-1%
O=C(Nc1nccs1)c1ccc(Br)cc1	i	-6%	0.6%	5%	-9%
O=C(Nc1ccc(O)c(-c2nc3ccccc3o2)c1)C1(c2ccc(Cl)cc2)CCCC1	3%	-10%	3.5%	-2%	-9%
O=C(Nc1cc([N+](=O)[O-])ccc1F)C1CC1	-12%	16%	0.9%	2%	-12%
Cc1ccc(NC(=O)Cc2nnc(SCC(=O)NC3CCCC3)n2C)cc1C	3%	5%	i	9%	9%
CN(C)CCCN1C(=O)c2cccc3c(Br)ccc(c23)C1=O	?	-15%	7.3%	46%	2%
C[C@@H](C(=O)CC(=O)OC(C)(C)C)[C@@H](O)c1c(F)cccc1Cl	-15%	6%	0.6%	1%	-5%
Cc1cc(C)cc(CSCC(=O)N/N=C/c2ccc(OCC(=O)NCc3ccco3)cc2)c1	13%	-2%	8.5%	5%	-5%
COc1ccc(/C=C/C(=O)N2CCC(C(N)=O)CC2)cc1S(=O)(=O)N1CCOCC1	-10%	4%	0.9%	-3%	4%
CC1CN(C(=O)c2cccc(S(=O)(=O)NCc3ccccc3)c2)CC(C)O1 (configuration not stated)	-16%	-2%	0.1%	2%	.
O=C(NCc1cccs1)C1CC1	.	-5%	0.6%	-5%	-6%
Cc1ccc(C)c(NC(=S)Nc2cccnc2)c1	10%	8%	0.1%	4%	-8%
CCOCc1[nH]c(=S)[nH]c(=O)c1Cc1ccc(OCC)cc1	-6%	6%	1.0%	1%	-16%
CCOC(=O)NC(c1ccc(C(C)C)cc1)C(Cl)(Cl)Cl (configuration not stated)	10%	2%	0.7%	8%	-3%
COc1ccc(CCNC(=O)COc2cccc3c2OC(C)(C)C3)cc1OC	8%	-13%	9.4%	-2%	-6%
Cc1occc1C(=O)N(Cc1nc(-c2ccccc2)no1)C(C)C	14%	4%	i	5%	10%

Reprinted from the entries so far for reference:
SMILES	tuberculosis growth	H1N1 NS1A inhibition	inhibitors of VEEV	M. tuberculosis HTS	PhoP GFP inhibition	others
C=CCN1C(=O)C2(/C(=C(\O)c3ccc4c(c3)OCCO4)C(=O)C(=O)N2CCCOC)c2ccccc21 (configuration not stated)	-9%	-1%	1.0%	0%	3%
COc1ccc(C(=O)NC2CC2)cc1OC1CCN(Cc2ccc(F)cc2Cl)CC1	1%	7%	5.4%	-8%	-3%

The list continues.
SMILES	tuberculosis growth	H1N1 NS1A inhibition	inhibitors of VEEV	M. tuberculosis HTS	PhoP GFP inhibition	others
Cc1cccc(-c2cc(N)n(-c3ccccc3)n2)c1	.	8%	i	.	.
COc1ccc(CCNC(=O)CN(C)S(=O)(=O)c2ccc(OC)cc2)cc1	7%	-5%	1.3%	1%	-8%
COc1ccc2[nH]c3c(=O)n(/N=C/c4ccc(OC)c(CN5CCCC5)c4)c(C)nc3c2c1	63%	14%	0.4%	19%	16%
CC1CCN(C(=O)CNC(=O)CNS(=O)(=O)c2ccccc2)CC1	4%	-1%	0.7%	-8%	-5%
COc1cccc(NC(=O)CN(C)S(=O)(=O)c2ccc3c(c2)n(C)c(=O)c(=O)n3C)c1	-7%	-2%	i	-3%	9%
CC(CN1CCCCC1)c1ccccc1 (configuration not stated)	11%	-8%	1.1%	6%	-2%
O=C(NC(=O)c1ccccc1)Nc1ccc(Cl)cn1	-4%	-6%	3.3%	5%	20%
COC(=O)c1ccc(C)c(NC(=S)NCc2ccc(Cl)cc2)c1	72%	-1%	i	-1%	-7%
CCCCn1c(N)c(N(Cc2ccccc2OC)C(=O)CCSC)c(=O)[nH]c1=O	5%	-5%	2.0%	8%	-2%
Cn1ccnc1C(O)(c1nnc(-c2ccccc2)o1)C(F)(F)F (configuration not stated)	48%	-15%	0.4%	1%	-2%

Random excerpt: 3 records from the list
SMILES	tuberculosis growth	H1N1 NS1A inhibition	inhibitors of VEEV	M. tuberculosis HTS	PhoP GFP inhibition	others
CCCCn1c(N)c(N(Cc2ccccc2OC)C(=O)CCSC)c(=O)[nH]c1=O	5%	-5%	2.0%	8%	-2%
COc1ccc2[nH]c3c(=O)n(/N=C/c4ccc(OC)c(CN5CCCC5)c4)c(C)nc3c2c1	63%	14%	0.4%	19%	16%
Cc1cccc(-c2cc(N)n(-c3ccccc3)n2)c1	.	8%	i	.	.
